# 5HT1a antag = 5-HT1a (human) receptor antagonism; P08908; CHO 5-HT1a Ga15 NFAT-bla reporter, antagonist mode; inhibition, % at 10 µM; hit rate 0.68% among 62,000; AID 612;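 active = inhibition above the mean of all tested compounds plus 3 SD, cut at about 43% in these data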;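 note: receptor stimulated by 5-CT agonist at 100 nM near EC80; beta-lactamase reporter measured by ratiometric fluorescence of a cleavable substrate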
# MMP13 inh = inhibitors of human MMP13 | inhibition, % at 4 µM | AID 570 | MMP-13 fTHP FRET cleavage, Mca fluorescence | hit rate 0.07% among 65,000;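 active = inhibition above the mean of compound-free control plate wells plus 3 SD, cut at about 14% in these data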;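 note: 0% = DMSO wells and 100% = wells with reference MMP-13 inhibitor after basal subtraction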
# S1P3 agonist = activates the human S1P3 receptor. S1P3 NFAT-BLA reporter cells, agonism, FRET ratio; relative to 1 µM S1P, basal subtracted. AID 373. activation, % at 4.5 µM. hit rate 0.1% among 60,000. Q99500;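 active = activation above the screen-wide mean plus 3 SD, cut at about 4.5% in these data, passing the limit was not always enough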; note: some compounds called inactive have numbers as strong as hits
#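 Assay system: stable CHO line with human S1P3, Gα16, NFAT-BLA reporter; Detection: FRET β-lactamase substrate fluorescence, excitation 405 nm, 460/535 nm emission ratio, background-subtracted; Read-out: percent activation versus median 1 µM S1P response, basal-subtracted, per plate; Incubation: cells plated overnight, compound 4 h 37 °C, substrate 2 h RT.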
# HTR1E agonist = 5-HT1E (human) receptor agonism; P28566; CHO 5-HT1E Ga15 NFAT-bla reporter, FRET; 0% DMSO wells, 100% control agonist wells; activation, % at 6 µM; hit rate 0.69% among 65,000; AID 574;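 active = activation above a set limit, the screen-wide mean activation plus 3 SD, cut at about 8.5% in these data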;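 note: 100% = positive control agonist at 1 µM giving full maximal response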
# Target sequence (P28566 whole entry, looked up): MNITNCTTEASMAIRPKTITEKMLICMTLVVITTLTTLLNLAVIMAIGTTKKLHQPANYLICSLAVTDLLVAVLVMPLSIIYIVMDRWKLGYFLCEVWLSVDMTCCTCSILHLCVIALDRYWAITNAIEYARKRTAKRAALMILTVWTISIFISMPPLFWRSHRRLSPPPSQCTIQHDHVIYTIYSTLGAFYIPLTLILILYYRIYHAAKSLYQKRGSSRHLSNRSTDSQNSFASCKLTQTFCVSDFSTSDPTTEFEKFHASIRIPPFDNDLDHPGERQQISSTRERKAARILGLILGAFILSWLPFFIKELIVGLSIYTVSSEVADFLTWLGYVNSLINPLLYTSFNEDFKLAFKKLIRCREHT
# A340 absorber = compounds absorbing at 340 nm; compound absorbance at 340 nm, fold over control; fold change at 10 µM; 65,000 tested, under 10 active; AID 708;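 active = at 10 µM dose, initial 340 nm absorbance at least 2 fold that of control wells; inactive = change under 2 fold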;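 note: initial absorbance extrapolated from kinetic A340 decline of NADH oxidation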
# Her2 expr inh = lowers expression of human Her2 kinase; P04626; HER2 level % of control, % at 10 µM; AID 645; hit rate 0.69% among 65,000; SKBR-3 HER2 protein level, AlphaScreen, 18-24 h; hits give low values;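 active = HER2 level under 5% of the carrier-only control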;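 note: 100% = DMSO carrier and 0% = 500 nM PU-H71 HSP90 inhibitor; lower value means stronger loss of Her2 protein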
# Fluor 339 460 = intrinsic fluorescence of library compounds, ex339/em460 – biochemical, MLSMR library, data from DPM-DC assay, artefact control, profiling panel; compound autofluorescence, ex339/em460 nm, NADH buffer; hits give high values; 1 = no-compound wells, NADH background; fluorescence fold increase at 10 µM; AID 709; hit rate 5.5% among 65,000;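 active = at 10 µM, mean starting fluorescence two-fold or more over control wells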;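 note: signal is the first read of a kinetic run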
# S1P1 ag-PAM = activates or potentiates agonism at human S1P1 receptor | hit rate 0.57% among 56,000 | P21453 | activation, % at 9.5 µM | S1P1 CRE-bla cells, forskolin, beta-lactamase FRET, potentiator mode; S1P1 agonist co-added at EC20, 2 nM; 100% = saturating reference agonist, 0% = basal;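 active = activation above a cutoff set at the mean activation of all tested compounds plus 3 SD, cut at about 54% in these data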;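 note: forskolin at 4 µM as EC80 and the EC20 agonist is SEW2871; 100% = SEW2871 at its EC100 plus forskolin at EC80; some compounds past the cut are filed as inactive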
# Target sequence (P21453 whole entry, looked up): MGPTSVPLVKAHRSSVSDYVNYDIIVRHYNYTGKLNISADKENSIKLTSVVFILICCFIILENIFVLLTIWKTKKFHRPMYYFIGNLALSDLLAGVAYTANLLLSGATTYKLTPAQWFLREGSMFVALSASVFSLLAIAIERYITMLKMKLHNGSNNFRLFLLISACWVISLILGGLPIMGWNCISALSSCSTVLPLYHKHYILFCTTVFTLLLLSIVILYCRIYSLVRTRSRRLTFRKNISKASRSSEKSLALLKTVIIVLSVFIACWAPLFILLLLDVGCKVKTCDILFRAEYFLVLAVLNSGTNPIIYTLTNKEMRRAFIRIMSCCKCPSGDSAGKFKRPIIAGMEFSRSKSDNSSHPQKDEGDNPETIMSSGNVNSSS
# HTR1E antagonist = antagonists of human 5-HT1E serotonin receptor; P28566; inhibition, % at 6 µM; CHO 5-HT1E Ga15 NFAT-bla reporter, FRET, antagonist; hit rate 0.99% among 65,000; AID 571;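 active = inhibition above a set limit, the mean inhibition across every tested compound plus 3 SD, cut at about 29% in these data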;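 note: signal is the 460 over 535 nm emission ratio of beta-lactamase substrate; 0% = agonist plus DMSO wells and 100% = wells without agonist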
# * marks the source's active call; other numbers are inactive results; i = inactive; / = not tested or not shown; [ ] = dose if it differs, or a comment.
SMILES,5HT1a antag,MMP13 inh,S1P3 agonist,HTR1E agonist,A340 absorber,Her2 expr inh,Fluor 339 460,S1P1 ag-PAM,HTR1E antagonist
Cc1ccnc(NC(=O)C2CCN(S(=O)(=O)c3cccc4nonc34)CC2)c1,9,2,0.1,-0.7,1,80,1,16,4
COCCCn1c(SCC(=O)N2CC(=O)Nc3ccccc32)nnc1-c1ccoc1C,0,0,-0.3,0.2,0.98,102,1.1,-12,1
COC(=O)c1ccc(CSc2nnc3ccccn23)o1,-2,-5,0.3,-0.7,1,102,1,-13,-7
O=C(c1cccc(F)c1)N1CCN(c2cccc(Cl)c2)CC1,12,3,-0.5,0.3,1,53,1.1,/,0
CCOC(=O)c1ccc2nc(NC(=O)C(C)C)sc2c1,-13,3,0.4,1.8,1,95,1.1,19,-6
C=CCn1c(=O)c2c3c(sc2n2c(Nc4ccc(OC)cc4)nnc12)CCCC3,0,3,0.0,1.1,1,70,1.1,/,2
CCOc1cc(S(=O)(=O)N2CCN(Cc3ccccc3)CC2)ccc1Br,0,2,0.4,-1.4,1,71,1.2,40,4
Cc1ccc(Cl)cc1N1CCN(S(=O)(=O)c2cccc(S(=O)(=O)N3CCCC3)c2)CC1,3,0,/,-0.2,1.1,56,1.2,/,-4
Cc1cc(C)nc(N2CCC(C(=O)Nc3cccc(C(F)(F)F)c3)CC2)n1,-15,-17,-0.3,-0.4,0.98,74,1.2,11,2
CCCCOc1ccc(/C(O)=C2/C(=O)C(=O)N(CCCOC)C2c2ccncc2)cc1C (configuration not stated),2,3,-1.4,0.2,1.1,/,1.1,15,5
Cc1cccc(OCC(O)Cn2c(=N)n(CCN3CCOCC3)c3ccccc32)c1 (configuration not stated),15,4,-1.5,-1.5,1,90,1.1,-4,-8
CSCC[C@H](NC(=O)OC(C)(C)C)c1nnc(SCC(N)=O)o1,-3,1,0.5,0.1,1,257,1,-1,-4
CCCc1cc2c(=O)c(-c3ccccn3)c(C)oc2cc1O,2,-5,0.1,1.3,1.1,102,2.1*,15,-1
COc1ccc(CC(=O)NCc2nnc(SCC(=O)Nc3nccs3)n2-c2ccccc2)cc1,-14,1,0.3,0.7,1,103,1,2,0
CN1CCN(c2nc(-c3cccnc3)nc3ccccc23)CC1,10,2,-0.7,42*,1.1,113,1.1,-51,-3
NS(=O)(=O)c1ccc(CCNC(=O)CNC(=O)C2CCCCC2)cc1,-6,-1,-0.2,-0.2,1,86,1.1,-1,0
Cc1cc(N2CCN(S(=O)(=O)c3ccc4c(c3)OCCO4)CC2)n2ncnc2n1,-20,1,1.3,1.2,1,81,1,-35,25
CCOC(=O)N1CCC(NC(=O)CCc2c(C)nc3c(c(C)nn3-c3ccccc3)c2C)CC1,9,-2,0.1,-0.3,1,82,2,-12,-12
COC(=O)Nc1ccccc1C(=O)N1CCCCC1,6,4,-0.6,-0.5,0.98,102,1,1,-7
O=C(c1ccc(Br)o1)N1CCN(c2ccccn2)CC1,3,1,-1.7,-1.5,1,89,1.1,/,7
Cc1ccc(-c2cc(C(F)F)n3ncc(C(=O)NCc4ccco4)c3n2)cc1,19,-3,-1.1,-0.6,1.1,103,2.3*,1,-4
Cc1ccc(-c2nn3c(C)nnc3s2)cc1NC(=O)CSc1ccc(Cl)cc1,-6,-6,-0.8,0.1,1,/,1.1,-8,11
CCOC(=O)Cc1nnn(CC(=O)OCC)n1,-9,0,/,0.3,1.1,133,1.1,/,3
O=C(NC1c2ccccc2-c2ccccc21)N1CCCCC1,15,-2,-1.7,-0.9,1.1,68,1.1,11,2
O=C(CCCCCN1C(=O)c2ccccc2C1=O)Nc1nccs1,9,-8,0.5,-1.1,0.98,140,1.1,-4,-3

# Taken from above:
# Fluor 339 460 with `O=C(CCCCCN1C(=O)c2ccccc2C1=O)Nc1nccs1` : 1.1
# MMP13 inh with `Cc1ccc(Cl)cc1N1CCN(S(=O)(=O)c2cccc(S(=O)(=O)N3CCCC3)c2)CC1` : 0
# MMP13 inh with `Cc1ccc(-c2cc(C(F)F)n3ncc(C(=O)NCc4ccco4)c3n2)cc1` : -3
# MMP13 inh with `COCCCn1c(SCC(=O)N2CC(=O)Nc3ccccc32)nnc1-c1ccoc1C` : 0
# Her2 expr inh with `NS(=O)(=O)c1ccc(CCNC(=O)CNC(=O)C2CCCCC2)cc1` : 86
# HTR1E antagonist with `COc1ccc(CC(=O)NCc2nnc(SCC(=O)Nc3nccs3)n2-c2ccccc2)cc1` : 0
# S1P1 ag-PAM with `Cc1cc(C)nc(N2CCC(C(=O)Nc3cccc(C(F)(F)F)c3)CC2)n1` : 11

# Arranged by SMILES length (smallest number first): 3 of the compounds above.
SMILES,5HT1a antag,MMP13 inh,S1P3 agonist,HTR1E agonist,A340 absorber,Her2 expr inh,Fluor 339 460,S1P1 ag-PAM,HTR1E antagonist
O=C(c1ccc(Br)o1)N1CCN(c2ccccn2)CC1,3,1,-1.7,-1.5,1,89,1.1,/,7
COc1ccc(CC(=O)NCc2nnc(SCC(=O)Nc3nccs3)n2-c2ccccc2)cc1,-14,1,0.3,0.7,1,103,1,2,0
Cc1ccc(Cl)cc1N1CCN(S(=O)(=O)c2cccc(S(=O)(=O)N3CCCC3)c2)CC1,3,0,/,-0.2,1.1,56,1.2,/,-4

# Next section.
SMILES,5HT1a antag,MMP13 inh,S1P3 agonist,HTR1E agonist,A340 absorber,Her2 expr inh,Fluor 339 460,S1P1 ag-PAM,HTR1E antagonist
O=C(COc1ccc(Cl)cc1)Nc1ccc(Cl)cn1,-6,4,0.0,-1.2,1,142,1.1,0,0
Cc1oc2cc(O)ccc2c(=O)c1Oc1ccccc1Br,0,-101[fluorescence artefact?],-0.5,1.1,1.1,74,2.2*,-28,-18
COCCSc1ccccc1C(=O)Nc1nnc(COC)s1,4,-6,-0.7,-1.5,1,82,0.99,-6,-3
CC(C)CC(=O)NCC(C)NC(=O)CC(C)C (configuration not stated),-3,1,-0.6,0.7,1,88,1.2,/,-1
O=C(C1CCN(S(=O)(=O)c2cccc3nsnc23)CC1)N1CCc2ccccc2C1,-13,3,-1.0,0.9,1,106,1.1,-8,-3
COC(=O)CSc1nnc(-c2ccccc2OC)o1,-5,5,-1.1,0.1,1.1,99,1.1,4,5
COCCn1c(N)c(C(=O)Nc2sc3c(c2C(=O)OC)CCCC3)c2nc3ccccc3nc21,-10,-13,0.1,0.6,1.1,40,1.1,16,3
O=C(NC(Cc1ccccc1)C(=O)O)c1ccccc1 (configuration not stated),-15,-1,-0.3,-0.3,0.99,121,0.73,-5,-1
Cc1nc2ncnn2c(N2CCN(C(=O)c3cccc(F)c3)CC2)c1Cc1ccccc1,0,3,-0.6,0.3,1,116,1.1,-3,0
CCOC(=O)C1CCCN(C(=O)c2sc3nc(-c4ccccc4)cn3c2C)C1 (configuration not stated),12,0,-0.6,-0.3,1,94,1,-15,6
O=C(C1CCCC1)N(c1ccccc1)C1C=CS(=O)(=O)C1 (configuration not stated),1,3,0.0,-0.8,0.98,117,1.1,-2,-1
Cc1nn(-c2ccccc2)c2sc(C(=O)N3CCc4ccccc4C3)cc12,4,1,-0.3,0.7,1,105,1.1,-35,5
CCn1c(=N)c(C(N)=O)cc2c(=O)n3cccc(C)c3nc21,-4,i[fluorescence artefact?],/,0.8,1.1,120,1.9,/,-15
CCC(=O)N(Cc1cc(=O)[nH]c2ccccc12)c1cccc(C)c1,-7,-1,0.3,-0.4,1,103,1.3,2,-4
Clc1ccc(-c2cn3c(n2)CCC3)cc1,/,1,-0.6,0.3,1,90,1.1,-7,-6
CCn1nc(C(=O)OCC(=O)c2ccc3c(c2)OCCO3)c2ccccc2c1=O,3,0,/,-0.1,1,160,1.1,/,-1
O=C(NCc1ccco1)c1nc2ccccc2s1,1,2,0.4,-0.3,1,42,1.1,-2,1
O=C(OCc1ccccc1Cl)c1ccc(-n2cnnc2)cc1,-12,5,-1.1,-0.1,1,89,1.1,-5,-1
CC1CC(=O)Nc2ccccc2S1(=O)=O (configuration not stated),-1,1,-0.7,-0.9,1,112,1.1,3,7
O=C(O)CNS(=O)(=O)c1ccc(Br)s1,-8,2,-0.6,-0.8,0.99,101,1.1,10,6
COCCN(CCOC)c1ncnc2c1cnn2-c1ccc(Cl)cc1,0,3,/,0.1,0.98,123,1.1,/,1
O=C1CC(NCc2ccccc2F)C(=O)N1c1ccccc1 (configuration not stated),0,4,0.0,0.1,0.99,97,1,-15,-1
CC1=CC(C)C(C(=O)O)C(C(=O)O)C1 (configuration not stated),-7,-9,-0.5,-0.6,1.1,133,1.1,-9,0
COCCCN=CC1=C(O)CC(C)(C)CC1=O,1,1,-1.4,0.3,1,108,1.1,-4,14
Cc1cccc(NC(=O)Nc2ccc(C#N)cc2)n1,83*,-1,-2.1,-0.1,1.1,50,1.1,68,32*

# Following part:
SMILES,5HT1a antag,MMP13 inh,S1P3 agonist,HTR1E agonist,A340 absorber,Her2 expr inh,Fluor 339 460,S1P1 ag-PAM,HTR1E antagonist
CN1CC=C2C(C#N)=C(N)C(C#N)(C#N)C(Cc3ccccc3)C2C1 (configuration not stated),-10,-75[fluorescence artefact?],-0.2,1.4,0.99,61,1.4,-4,3
Cc1ccc2cc3cc(C(=O)N4CCCCCC4)oc3nc2c1,1,-11,-0.3,0.0,1.2,71,3.2*,8,-5
CCCCCSc1nc2c(c(=O)[nH]c(=O)n2C)n1C(C)C,6,0,-0.8,0.7,1,114,1.1,-34,0
Cc1csc(NC(=O)CNS(=O)(=O)c2cccs2)n1,3,4,/,0.0,1,81,1.1,/,-3
O=S(=O)(Nc1ccc(N2CCOCC2)cc1)c1cccs1,-10,-2,-1.4,10*,1,89,1.1,12,6
C=CCc1ccccc1OCC(O)CN1CCN(c2ccc(OC)cc2)CC1 (configuration not stated),81*,4,-0.4,-0.5,1,51,0.94,-36,11
COCCN1C(=O)c2oc3ccccc3c(=O)c2C1c1ccc(C(=O)OC)cc1 (configuration not stated),-3,-11,0.2,-0.8,1,90,1,-6,5
O=C(NCC(=O)N(Cc1cccs1)C(C(=O)NC1CCCC1)c1ccco1)c1cccs1 (configuration not stated),10,-1,-0.5,0.1,0.99,92,1.1,3,2
N#CCSCC(=O)Nc1ccc(F)cc1,7,3,-1.2,-1.3,0.97,66,1.1,4,11
Cc1onc(-c2ccccc2)c1C(=O)N[C@@H]1C(=O)N2[C@@H]1SC(C)(C)[C@@H]2C(=O)O,/,-4,1.1,-0.7,1,95,1.1,2,-2
COc1ccc(OC)c2[nH]c(=O)c(CCNC(=O)C(C)(C)C)cc12,8,-12,-1.0,-0.1,1.1,98,1.2,-8,12
CCOc1ccc(S(=O)(=O)n2nc(C)cc2C)c2ccccc12,7,-2,-1.5,-0.3,1.1,94,1,13,5
COc1ccc(CCNC(=O)C2CCCN2C(=O)NC2CCCCC2)cc1OC (configuration not stated),-7,0,1.2,0.3,1,95,1,-2,-4
Cc1c(Nc2ncnc3c2cnn3-c2ccccc2)c(=O)n(-c2ccccc2)n1C,0,-6,-0.2,0.2,0.98,93,1,-10,-3

# Not a hit list; about 8.5% have a hit in one of these screens.
